Screens: PubChem, several laboratories
HIF-2a block: HIF-2a reporter inhibitors, primary screen, luminescence, 786-0 RCC cells; 786-0 RCC cells HIF-2a reporter, luciferase luminescence, overnight; inhibition, % at 18.8 µM; actives 0.72% (n = 360,000); AID 624352, 2012;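 active = inhibition of the luminescence signal of 40% or more relative to plate controls, in a single-dose primary screen at 18.75 µM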
Peg3 promoter: Peg3 promoter-driven luciferase inhibitors, primary screen, cell-based, HeLa, luciferase luminescence; HeLa PEG-Prom luciferase reporter, overnight; inhibition, % at 20 µM; actives 1.7% (n = 360,000); AID 588405, 2011;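 active = inhibition of at least 50% at 20 µM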
NR2E3 ag-1: inhibitors of NR2E3-RetCOR corepressor binding, primary screen, NR2E3 agonist project, biochemical, TR-FRET, GST-NR2E3, biotin-RetCOR; inhibition of corepressor binding, % at 4.78 µM; 1536-well; actives 0.12% (n = 320,000); AID 2300, 2010;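 active = percent inhibition above the cutoff of mean plus 3 SD of all tested compounds, set per screening campaign, cut at about 20% in these data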;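 note: 0% = DMSO wells and 100% = biotin wells as full block of FRET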
Target sequence (Q9Y5X4 whole entry, looked up): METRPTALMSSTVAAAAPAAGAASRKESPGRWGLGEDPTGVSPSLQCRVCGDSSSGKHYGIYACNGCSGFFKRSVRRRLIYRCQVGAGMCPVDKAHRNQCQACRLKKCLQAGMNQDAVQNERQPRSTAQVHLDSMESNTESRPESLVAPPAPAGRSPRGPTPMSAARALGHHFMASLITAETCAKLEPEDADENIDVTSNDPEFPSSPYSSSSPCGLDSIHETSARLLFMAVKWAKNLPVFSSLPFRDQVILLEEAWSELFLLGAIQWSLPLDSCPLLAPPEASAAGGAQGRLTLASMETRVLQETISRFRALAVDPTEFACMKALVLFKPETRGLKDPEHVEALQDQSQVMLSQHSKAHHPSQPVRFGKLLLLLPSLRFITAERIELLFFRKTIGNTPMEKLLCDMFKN
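System: GST-tagged NR2E3 plus biotinylated RetCOR corepressor; Buffer or medium: pH 7.5 Tris-based buffer; Probe or stimulus: RetCOR corepressor, biotinylated, 7 nM; Doses: compound at 4.8 µM, single dose; Schedule: 5 h incubation at 4 °C; Technique: time-resolved FRET; Evaluation: percent inhibition of TR-FRET ratio; Replication: one well per compound, singlicate testing.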
Vif inh: HIV Vif self-association inhibitors, primary screen, imaging, HEK293T, single point; actives 0.35% (n = 340,000); AID 602346, 2012; inhibition, % at 7.49 µM; HEK293T cells, Vif self-association by quenched fluorescence, 24 h; in the data active = inhibition above about 50%, passing the limit was not always enough; note: some results filed as inactive read as strong as hits
TRPM1 prom inh: inhibitors of MITF-dependent TRPM1 promoter reporter, primary screen, cell-based, SK-MEL-5, single point, luciferase. SK-MEL-5 TRPM1 promoter luciferase, 24 h. inhibition, % at 12.5 µM. actives 0.83% (n = 330,000). AID 488899, 2010;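 active = mean inhibition across replicates of 60% or more, whatever share of single replicates reaches that level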; note: values of inactives mirror those of a sister screen read the other way
KKLEB tox: cytotoxicity in KKLEB CF airway cells, primary screen, cytotoxicity control for CF NF-kB inhibitor project, cell-based, uHTS, fluorescence assay plates; activity change (cytotoxicity), % at 5 µM; actives 0.36% (n = 360,000); KKLEB CF airway cells viability, ATPlite luminescence, overnight; hits give low values; cells stimulated with P. aeruginosa culture filtrate;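 active = corrected activity change at or below -50% at 5 µM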
NR2E3 ag-2: NR2E3 agonists in two-hybrid cells, primary screen, cell-based, luminescence, CHO-S, Gal4-NCOR/VP16-NR2E3; actives 0.35% (n = 360,000); luciferase; AID 602229, 2012; inhibition of corepressor binding, % at 3.98 µM;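 active = inhibition above the mean of all tested compounds plus 3 SD, cut at about 70% in these data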;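 note: 0% = DMSO with NR2E3 transfected cells and 100% = cells lacking NR2E3 construct; higher means lower luciferase signal from less NR2E3 corepressor binding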
PDI turbidity: inhibitors of human PDI, primary screen, biochemical, turbidity, single point, plate reader. PDI insulin aggregation turbidity, A650, 90 min. Protein disulfide-isomerase (Homo sapiens), P07237. actives 0.052% (n = 350,000). inhibition, % at 10 µM;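 active = mean inhibition across replicates of 30% or more, whatever share of single replicates reach that level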;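 note: absorbance from insulin aggregation driven by PDI reduction with DTT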
Target sequence (P07237 whole entry, looked up): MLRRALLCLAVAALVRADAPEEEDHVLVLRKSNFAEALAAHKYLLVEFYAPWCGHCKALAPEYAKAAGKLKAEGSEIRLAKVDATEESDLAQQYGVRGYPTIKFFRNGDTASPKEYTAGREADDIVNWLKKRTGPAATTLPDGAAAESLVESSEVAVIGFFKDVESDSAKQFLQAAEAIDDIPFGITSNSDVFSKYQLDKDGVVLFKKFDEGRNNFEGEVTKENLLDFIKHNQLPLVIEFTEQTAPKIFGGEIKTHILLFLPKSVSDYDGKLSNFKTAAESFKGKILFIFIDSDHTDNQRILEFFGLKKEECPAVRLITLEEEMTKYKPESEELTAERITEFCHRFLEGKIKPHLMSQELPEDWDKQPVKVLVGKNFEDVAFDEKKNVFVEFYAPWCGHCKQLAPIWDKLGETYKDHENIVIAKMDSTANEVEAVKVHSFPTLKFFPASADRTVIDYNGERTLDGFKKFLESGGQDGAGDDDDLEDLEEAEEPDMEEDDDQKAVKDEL
CaV13 FRET inh: Primary screen for inhibitors of IQ motif and Ca2+-dependent inactivation inhibitor domain binding in CACNA1D, Förster resonance energy transfer in living cells, …; HEK cells, CFP/YFP FRET ICDI-IQ, plate reader, 10 min; percent FRET-ratio fall versus neutral wells; inhibition, % at 12.3 µM; actives 0.098% (n = 340,000); AID 743397;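 active = mean replicate inhibition of at least 30% and at least 1% of replicates passing that level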;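 note: 0% = median of the neutral control wells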
CF NFkB block: inhibitors of PAF-induced NF-kB signaling, primary screen, cell-based, GFP fluorescence, uHTS; KKLEB NF-kB-GFP reporter, GFP fluorescence overnight; inhibition, % at 5 µM; actives 0.86% (n = 360,000);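 active = at least 50% inhibition at 5 µM, scaled per plate between neutral and stimulator controls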;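 note: PAF is a Pseudomonas aeruginosa culture filtrate used as stimulus; plate controls were PAF-stimulated DMSO wells for no effect and unstimulated DMSO wells for full effect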
Shn3 3UTR inh: reduction of Shn3 3'UTR firefly luciferase signal, primary screen, Schnurri-3 inhibitor project, cell-based, Clone20 osteoblasts, set 2; AID 588674, 2011; actives 0.52% (n = 360,000); Clone20 osteoblast Shn3 3'UTR firefly luciferase, 24 h; inhibition, % at 12.5 µM;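 active = mean inhibition of at least 75% with every replicate also reaching 75%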;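 note: 0% = median of neutral control wells and 100% = pilot-screen positive control compound; some compounds past the cut are filed as inactive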
The depositor's hits bear a star; · = no result given.

SMILES	HIF-2a block	Peg3 promoter	NR2E3 ag-1	Vif inh	TRPM1 prom inh	KKLEB tox	NR2E3 ag-2	PDI turbidity	CaV13 FRET inh	CF NFkB block	Shn3 3UTR inh
CC(=O)c1cccc(NC(=O)CN2CCc3cc4c(cc3C2C)OCCCO4)c1 (stereo not drawn)	14	15	-3	-6	16	-10	-6	3	-8	4	9
Oc1ccc(C[C@H]2CN([C@@H](Cc3cccc(O)c3)CN3CCC[C@@H]3CN3C(=S)NC[C@@H]3Cc3ccccc3)C(=S)N2CC2CCCCC2)cc1	-58	105*	·	10	·	-18	33	·	-8	48	64
Cn1c(CC(=O)Nc2ccccc2F)nnc1SCC(=O)Nc1nccs1	4	2	0	9	5	0	7	4	-3	-4	-16
O=C1NC(=O)C(Cc2ccccc2)(c2ccccc2)N1 (stereo not drawn)	12	6	·	4	0	-1	20	-10	-9	14	4
CC(NC(=S)NC(=O)c1ccccc1Br)c1ccccc1 (stereo not drawn)	12	12	3	0	25	-6	7	-6	-3	-7	3
O=C(O)c1cccc(Oc2ccc(C(=O)O)c([N+](=O)[O-])c2)c1	8	6	·	16	-6	9	-11	-1	-5	-11	7
CN(CC(=O)Nc1cccc(F)c1)C(=O)c1ccc2c(c1)OCCO2	-118	-122	0	·	-34	-16	-15	3	-6	32	-47
COc1ccc(NC(=O)c2cc(-c3ccccc3)oc2C)cc1	-43	-23	2	-5	-11	12	-5	3	-5	-20	10
CCCN1CCN(c2ccc([N+](=O)[O-])cc2C#N)CC1	-4	-3	0	-1	-3	-7	0	-10	-5	5	7
COc1cc(C(=O)NCc2ccncc2)cc(Br)c1OCc1ccccc1	11	20	2	-26	15	-10	2	1	-3	6	44
Cc1ccccc1OCCOC(=O)c1c(-c2ccccc2)noc1C	-22	11	0	-9	20	-14	-59	4	-3	18	21
COc1ccc(NC(=S)NCC2CCCO2)c(C)c1 (stereo not drawn)	-8	-12	0	1	-1	-7	-5	-7	-5	3	-3
O=C(/C=C/c1ccccc1)NCCSCc1ccccc1	-124	-42	3	0	-23	8	-17	8	-5	0	-9
O=C1C(=O)N(CCN2CCOCC2)C(c2ccncc2)/C1=C(/O)c1ccc2c(c1)OCO2 (stereo not drawn)	5	-11	5	-5	-4	-8	20	-6	·	10	5
Cn1c(/C=N/n2cnnc2)nc2ccccc21	10	3	2	3	17	0	-18	2	-7	7	-8
CCOC(=O)[C@@H]1CSCCS(=O)(=O)N1Cc1ccccc1Br	17	12	·	-1	4	-3	-7	13	-6	12	1
CC1=C(CC/C(C)=N/NC(N)=S)C(C)(C)CCC1	1	29	-2	-2	16	14	-30	-11	-6	-10	15
CCOc1ccc(/C=C2/C(=N)N3OC(C)=CC3=NC2=O)cc1OC	15	18	1	39	3	7	-3	-5	6	3	16
O=C1OCCC1Sc1nnc(-c2ccc(Br)cc2)o1 (stereo not drawn)	47*	28	1	6	12	-9	-20	-3	-2	3	1
CC(C)Oc1cccc(C(=O)Nc2ccc(NC(=O)c3ccco3)cc2)c1	-63	-34	-3	0	-8	-8	-27	-10	-5	-6	0
COc1ccccc1/C=C/C(=O)NC(=S)N1CCN(C)CC1	6	17	·	-7	7	-7	12	0	·	-5	-5
COCc1cc(C)nc(OCC(=O)N/N=C/c2ccc(-c3cc([N+](=O)[O-])ccc3C)o2)c1C#N	10	10	2	-1	-8	13	-3	0	-4	-34	12
O=C(Nc1ccc(Cl)c(Cl)c1)c1ccc(Cn2cc(Cl)cn2)cc1	-278	-186	·	-12	-67	-10	-109	4	-5	-17	-54
Cc1ccc(C2CC(c3cccs3)=NN2C(=O)CSc2nc(=O)n3ccc(C)cc3n2)cc1 (stereo not drawn)	-7	-2	1	4	3	10	-12	-1	-5	-2	15
CCCCCn1c(=O)c(Cc2ccccc2)c(O)c2ccccc21	-1	-8	2	3	6	1	-4	-8	-5	1	0
CCc1nc2c(OCc3ccccc3C(=O)OC)cccn2c1N(C)C(=O)c1ccncc1	9	1	·	2	·	3	-20	-1	-5	9	-1
COc1ccc(C(C)(O)c2nc(-c3cccc(C#N)c3)cs2)cc1 (stereo not drawn)	1	19	·	-9	·	-3	7	-4	-6	6	0
O=C1c2cc([N+](=O)[O-])ccc2-c2ncccc21	13	10	0	2	16	6	12	-2	-5	-18	5
O=[N+]([O-])c1cccc(S(=O)(=O)Nc2ccccn2)c1	11	-9	·	-4	·	-3	6	-7	-6	-5	-1
CCS(=O)(=O)c1cc([N+](=O)[O-])c(Sc2ccccc2N)s1	-174	-78	-2	16	-9	-2	-61	2	-4	-2	-30
c1ccc2c(-c3nn4nnnc4c4ccccc34)cccc2c1	16	17	0	-3	-8	-6	-30	-5	-4	7	-2
CC(=O)c1cc(-c2ccccc2)n(CC(=O)N2CCN(C3CCCC3)CC2)c1C	11	1	0	3	1	-6	-23	8	-7	-3	-11
CCN(CC)c1ccc(NC(=O)COc2ccc(N(C)S(=O)(=O)c3cccs3)cc2)cc1	12	14	1	-6	9	-12	-17	-10	-2	9	-5
CC(C)=CCC(C)(C)CNC(=O)NC1CCCCC1	-14	-16	5	-1	-23	1	-28	1	·	1	13
N#Cc1ccccc1Sc1ccccc1C(=O)OCC(=O)N1CCN(C(=O)c2ccco2)CC1	-10	5	4	-9	2	1	0	0	-8	10	7
COCCCNC(=O)CCc1c(C)nc2c(c(C)nn2-c2ccc(C)cc2)c1C	11	21	·	-5	-3	6	5	-8	-18	7	12
Cc1sc2ncnc(SCC(=O)NC(=O)c3cccn3C)c2c1C	15	35	-112	1	-3	-2	2	-1	-2	-17	4
Cc1cn([C@H]2C[C@H](O)[C@@H](CCC(=O)NCc3cccs3)O2)c(=O)[nH]c1=O	17	-3	·	6	·	-8	-20	·	-3	17	-10
CN1CCC(N(C)C(=O)c2ccccc2F)CC1	16	17	0	10	-7	-10	30	0	-5	12	1
CCc1ccc(CNc2ccc3c(c2)ncn3CC)cc1	-209	-294	-1	-5	-91	7	-64	-4	-4	6	-48

A few values from the results shown.
`c1ccc2c(-c3nn4nnnc4c4ccccc34)cccc2c1` in NR2E3 ag-1 reads 0
`Cn1c(/C=N/n2cnnc2)nc2ccccc21` in HIF-2a block reads 10

Additional results follow.
SMILES	HIF-2a block	Peg3 promoter	NR2E3 ag-1	Vif inh	TRPM1 prom inh	KKLEB tox	NR2E3 ag-2	PDI turbidity	CaV13 FRET inh	CF NFkB block	Shn3 3UTR inh
S=C(NCCc1cccc(Cl)c1)NC1CCCCC1	-253	-250	·	-2	-49	-17	-80	-32	-11	22	-57
CCOC(=O)N1CCN(c2nc3c(C)cccn3c(=O)c2C=O)CC1	5	-1	-3	-11	0	8	-22	0	-3	-1	4
CCc1ccc(CNC(=O)C2CCN(S(=O)(=O)N3CCCCC3)CC2)cc1	19	15	·	-12	·	3	28	1	-5	-16	-4
COc1ccc(-c2ccc(CN3C(C(C)C)C(=O)N(Cc4cn(CCC5OCCCO5)nn4)CCS3(=O)=O)cc2)cc1OC (stereo not drawn)	5	4	·	-6	·	-4	-21	-7	-8	-9	-15
COC(=O)c1ccc2c(=O)n(-c3ccccc3)c(=S)[nH]c2c1	-7	12	1	-6	5	15	-9	-1	-2	-21	14
CCC(C)n1c(=N)c(C#N)cc2c(=O)n3ccccc3nc21 (stereo not drawn)	17	23	1	15	2	-6	5	-4	·	5	-7
O=C(CSc1nnc(NC(=O)C2CC(=O)N(c3ccc(F)cc3)C2)s1)NC1CCCC1 (stereo not drawn)	7	2	-1	1	5	4	-30	2	-3	11	9
O=C(NCCc1ccccc1)C1CCCN1S(=O)(=O)c1ccccc1 (stereo not drawn)	-1	3	0	3	-1	4	-15	-1	6	11	-25
O=C(COC(=O)c1cccc(OC(F)F)c1)Nc1cc(S(=O)(=O)N2CCCC2)ccc1Cl	14	11	·	14	·	1	-25	10	-11	9	-13
CC(C)C(=O)N1CCC(c2nc(-c3ccc(S(=O)(=O)N4CCCC4)cc3)no2)CC1	-17	-16	2	-2	2	5	-5	4	·	10	-14
CCOc1ccc(C(C)=O)cc1COc1ccc(-n2cnnn2)cc1	2	-34	0	0	-5	-4	-16	7	5	-4	17
O=C(O)CCC(=O)N1CCc2cc(S(=O)(=O)NCc3cccs3)ccc21	16	8	1	4	-5	-9	-14	18	-8	7	2
COC(=O)c1ccc(COC(=O)CNS(=O)(=O)c2ccc(C)cc2)cc1	-127	-103	6	-4	-13	-4	-1	-5	-4	-8	-33
COc1ccccc1N1CCN(C(c2cccs2)C(C)NC(=O)c2cccs2)CC1 (stereo not drawn)	-32	15	-1	-1	-7	6	-12	0	-5	-4	-2
CC(C)C(=O)Nc1cccc(COc2ccccc2CN(Cc2ccccc2)C(=O)OC(C)(C)C)c1	15	6	·	·	5	5	-10	-1	-3	14	15
O=C(CSc1ccc(Br)cc1)NCC(c1cccs1)N1CCOCC1 (stereo not drawn)	7	10	0	-8	9	2	11	-5	-6	-17	36
COc1ccc2[nH]cc(CCNS(=O)(=O)Cc3ccccc3)c2c1	3	17	1	13	15	4	-11	0	-2	14	12
COc1cccc(C(=O)Nc2nc3ccc(S(C)(=O)=O)cc3s2)c1	-183	-173	2	-11	-43	2	-69	-9	-5	9	-26
COc1ccc(CCNC(=O)c2oc3ccc(OC)cc3c2C)cc1	-59	-51	-1	-6	3	4	-77	2	·	2	-26
CCN1CCN(Cc2c(O)ccc3c2O/C(=C\C=C\c2ccccc2OC)C3=O)CC1	-1	2	-2	6	2	5	-19	15	-16	-6	20
O=C(COC(=O)c1c(F)cccc1Cl)NC1CCCC1	-128	-125	-1	7	-29	4	-37	5	-4	-6	-42
COc1ccc(N(CC(=O)NCc2cccs2)S(=O)(=O)c2c(C)nn(C)c2C)cc1	6	-1	-4	-5	·	-4	-23	·	-3	-3	0
COCCN1CCN(c2cc(-c3ccccc3)nc3cc(-c4cccc(F)c4)nn23)CC1	-32	21	0	-4	-2	-11	-7	-7	0	10	10
Cc1ccccc1NC(=O)c1ccc(C)c(S(=O)(=O)N2CCN(C)CC2)c1	6	15	·	1	0	4	-4	3	-6	-3	-4
